aSyn yeast rescue = inhibitors of alpha-synuclein toxicity in yeast; S. cerevisiae alpha-synuclein toxicity rescue, BacTiter-Glo growth, 24 h; Potency, µM (highest dose often 46.1 µM), for the others: at the highest dose growth rescue (activation), actives largely listed as activators; 0.02% of 94,000 active; AID 1347070; active = well fitted activation curve with a large enough effect; inconclusive = small, poorly fitted or top-dose-only effect; also: 0% is about no effect
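Growth restoration measured by BacTiter-Glo luminescence after 24 hr at 30 deg C; alpha-synuclein yeast, raffinose-pregrown to mid-log, were added at OD600=0.02 in galactose medium onto pinned compounds.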
Starred values were filed as active, the others as inactive; ? = inconclusive; & = joins results of further samples. Potency is read from the fitted curve at half-maximal effect. Not all compounds are listed; count on the stated rates, not on these rows.

SMILES | aSyn yeast rescue
CCNC(=O)CC1C(=O)N(CC)C(=S)N1NC(=O)c1ccccc1 (stereo not given) | 14%
COc1ccc(/C=N/OCC(=O)N=Nc2c(O)[nH]c3ccc(Br)cc23)cc1 | -2%
O=C(O)c1ccccc1-c1ccccc1C(=O)NCc1cccnc1 | 6%
Cc1c(Cl)cccc1NC(=O)CCCn1cnc([N+](=O)[O-])n1 | -4%
CCC1CCCCN1C(=O)CSc1nc2c(cnn2-c2ccc(C)cc2)c(=O)[nH]1 (stereo not given) | 7%
Cc1cc(Br)ccc1NC(=O)C1CCCN(S(=O)(=O)c2cccc3nonc23)C1 (stereo not given) | -4%
COc1ccc(-c2nc(CSCC(=O)NCc3ccc4c(c3)OCO4)c(C)o2)cc1OC | 4%
O=C(CN1C(=O)NC2(CCCc3ccccc32)C1=O)Nc1cc(F)ccc1F (stereo not given) | -7%
O=C(Nc1ccc(Br)cc1)C1CC(O)CN1C(=O)OCc1ccccc1 (stereo not given) | -1%
NC(=O)CN1C(=O)NC2(CCOc3ccccc32)C1=O (stereo not given) | 4%
COc1ccc(-c2cnc(C)o2)cc1S(=O)(=O)Nc1ccc(F)cc1F | 1%
COc1ccc(NC(=O)CN2C(=O)COc3ccc(S(=O)(=O)N4CCOCC4)cc32)cc1 | -6%
CCC(=O)NC(=S)Nc1cccc(NC(=O)c2ccco2)c1 | -11%
O=C1c2cccc3cc([N+](=O)[O-])cc(c23)C(=O)N1/N=C/c1ccc(O)cc1O | 7%
O=C(Oc1ccc(OC(=O)C2CCC2)cc1)C1CCC1 | -15%
COC(=O)c1ccc(OCC2c3cc(OC)c(OC)cc3CCN2C(=O)c2ccc(F)cc2)cc1 (stereo not given) | 8%
CCCCn1c(N)c(N(CCOC)C(=O)c2ccc(NC3CC3)c([N+](=O)[O-])c2)c(=O)[nH]c1=O | -1%
O=C(Nc1ccc(F)cc1F)N1CCN(c2ncccn2)CC1 | -1%
CCOc1cc(NC(=O)c2cccs2)c(OCC)cc1NC(=O)CCC(=O)NCC1CCCO1 (stereo not given) | -9%
Cc1cc(C)c2c(CC(=O)N(Cc3ccc(N(C)C)cc3)Cc3ccco3)coc2c1 | 5%
CN(C(=O)NCc1noc2ccccc12)c1cccc(Cl)c1 | 1%
CCCCCCN1C[C@H](O)[C@@H](n2cc(COC(=O)c3ccccc3)nn2)C[C@@H]1c1ccc(C)cc1 | -25%
COc1cccc(-n2c(=O)c3c4c(sc3n(Cc3ccc(C)cc3)c2=O)CCCC4)c1 | -10%
CC(C)Oc1ccc(C(=O)N2CCC(CCC(=O)NC3CC3)CC2)cc1 | 2%
Cc1c(C(=O)OC2CCCCCC2)[nH]c2c1C(=O)CC(c1ccc(Cl)cc1)C2 (stereo not given) | 5%
O=C(Cn1cc(SCc2ccccc2)c2ccccc21)N1CCCCC1 | 11%
O=C(O)C1CCCCC1C(=O)NCc1cn2ccccc2n1 (stereo not given) | 11%
COc1cccc(CNC(=O)C2CCN(Cc3cc4ccccc4n3Cc3ccc(C)cc3)CC2)c1 | -24%
CN(C)/C=N/C(=S)Nc1ccccc1 | 10%
CC(=O)NC1C(=O)N(CCN2CCOCC2)c2ccc(C)cc21 (stereo not given) | 4%
COc1cccc(CNC(=O)Cn2c(=O)cc(C(F)(F)F)c3c(C)nn(C)c32)c1OC | 4%
COc1ccc(-c2nn3c(-c4ccccc4)nnc3c3ccccc23)cc1 | -3%
CCOc1cnn(-c2ccccc2)c(=O)c1Cl | 6%
Cc1ccc(C(=O)N(CCc2ccccc2)Cc2ccccc2)cc1S(=O)(=O)N1CCCCC1 | 6%
CCOc1ccc(CN(C)C(=O)c2cccc(S(=O)(=O)Nc3ccccc3OC)c2)cc1OC | 6%
Cc1ccc2cc(C3CC(c4ccco4)=NN3S(C)(=O)=O)c(Cl)nc2c1 (stereo not given) | 12%
O=C1CCc2cc(S(=O)(=O)NCc3ccccc3)cc3c2N1CC3 | 11%&-23%
Cc1ccc(NC(=O)Cn2c(=O)n(CCCCC(=O)NCCc3ccccc3)c(=O)c3ccccc32)c(C)c1 | -5%
CC(=O)Nc1ccc(S(=O)(=O)NCC(=O)OCC(=O)NCc2ccco2)cc1 | -9%
Cc1cc(=O)oc2cc(OCC(=O)NCCc3ccccc3)ccc12 | -8%
Cc1ccc(CNC(=O)Cn2cc(S(=O)(=O)Cc3ccccc3F)c3ccccc32)cc1 | 1%
O=C(CCc1nc2ccccc2c(=O)[nH]1)Nc1ccccc1N1CCCCC1 | 4%
COc1ccc(C2=CC(c3ccccc3F)n3ncc(C(=O)Nc4ccc(C)cc4)c3N2)cc1 (stereo not given) | 3%
ClCc1nc2ccccc2c2ccccc12 | 12%
CC(C)(C)c1csc(NC(=O)CCS(=O)(=O)c2ccc(F)cc2)n1 | -1%
O=C1CS(=O)(=O)C2(C(=O)N(Cc3ccccc3Cl)c3ccccc32)N1c1ccc(F)cc1 (stereo not given) | 0%
Cc1cccc(N2CCN(C(=O)c3cc4ccc5cccnc5c4[nH]3)CC2)c1C | 5%
O=C(COc1ccc(Cl)cc1)Nc1nnc2n1CCS2 | -10%
CCc1nc(N2CCCCC2C(=O)O)c2oc3ccccc3c2n1 (stereo not given) | 5%
CCOc1ccc(-n2cc(-c3ccccc3)c3c(N4CCOCC4)ncnc32)cc1 | -22%
COc1cc(C(=O)OCC(=O)N2CC(C)OC(C)C2)cc(OC)c1OC (stereo not given) | -6%
O=C(CCN1C(=O)/C(=C/c2ccc3c(c2)OCO3)SC1=S)NNC(=O)c1cccnc1 | 1%
COc1ccc2cnn(-c3ccc(OC(F)(F)Cl)cc3)c(=O)c2c1OC | -2%
COc1ccc(NC(=O)Cn2nnc(-c3nc(-c4ccncc4)no3)c2N)cc1OC | 4%
Cc1ccc(S(=O)(=O)n2nc(-c3ccccc3)nc2NCc2ccccc2Cl)cc1 | -1%
Cc1cscc(C)c1=S | 4%
COc1cccc(-c2nnc3n(CCc4ccccc4)c(=O)c4ccccc4n23)c1O | -11%
CCC(C)(C)C1CCC2(CC1)NC(=O)N(CC(=O)NC(C)CCc1ccccc1)C2=O (stereo not given) | 6%
CN(Cc1ccccc1)C(=O)c1c[nH]c2ccc(S(=O)(=O)Nc3ccccc3F)cc2c1=O | -5%
COc1ccc(-n2nnnc2CNC(=O)C2CC(=O)N(c3ccc(Cl)cc3)C2)cc1 (stereo not given) | 0%
More compounds
SMILES | aSyn yeast rescue
CCCCCCCCNC(CO)(CO)CO | -2%
Cc1ccc(CNC(=O)c2nn(-c3ccc(Cl)cc3)nc2CO)cc1 | 14%
Cc1ccc(C)c(N2CCN(C(=O)c3ccc(NC(=O)c4nsc5ccccc45)cc3)CC2)c1 | 2%
CN1C(=O)C2(c3ccccc31)N(c1cccc(F)c1)C(=O)CS2(=O)=O (stereo not given) | -2%
CC1=NC(=O)C(N=Nc2ccccc2C(=O)O)N1c1ccccc1 (stereo not given) | -25%
COc1cccc(NC(=O)Nc2cc(-c3cn4cccnc4n3)ccc2OC)c1 | 5%
CCOc1ccc(C2CC(=O)Nc3cc4c(cc32)OCO4)cc1OC (stereo not given) | 1%
Cc1cccc(C)c1NC(=O)Cn1nnc(C(=O)NCc2ccc(F)cc2)c1N | 1%
CCS(=O)(=O)CCSc1nc(-c2ccc(Br)cc2)cc(-c2ccccc2)c1C#N | -11%
O[C@H]1C[C@H](c2ccccc2)N(Cc2cccs2)C[C@@H]1n1cc(-c2ccc(F)cc2)nn1 | 6%
CCOC(=O)c1cc(-c2ccc(F)cc2)n(CCC(=O)Nc2ccccc2OC)c1C | ?
CC(C(=O)NCc1ccc(Cl)cc1)n1ccc2cc(S(=O)(=O)N3CCCCCC3)ccc21 (stereo not given) | 0%
CC12CCC(=O)N1C(C(=O)Nc1ccccc1N1CCCC1)CS2 (stereo not given) | 11%
CCOC(=O)C1(CCc2ccccc2)CCN(C(=O)C2CCCO2)CC1 (stereo not given) | 17%
CC(C)Sc1ncc(Cl)c(C(=O)Nc2ccc(S(=O)(=O)Nc3ncccn3)cc2)n1 | -2%
COc1cc(NC(=O)Cn2c(=O)n(CC3CCC(C(=O)NCCc4ccccc4)CC3)c(=O)c3ccccc32)cc(OC)c1 (stereo not given) | -11%
C[C@H]1CN([C@@H](C)CO)C(=O)c2cc(Br)cnc2O[C@H]1CN(C)S(=O)(=O)c1cccs1 | -8%
CCOc1ccc(C(=O)Nc2cc(NC(=O)c3ccco3)ccc2OC)cc1Br | -3%
CCC(Sc1nc2ccccc2c2nc(CCc3c(C)n[nH]c3C)nn12)C(=O)Nc1ccccc1F (stereo not given) | -6%
COc1ccccc1NC(=O)Cn1c(=O)n(CCc2ccccc2)c(=O)c2sc3ccccc3c21 | -16%
Nc1ccc(Oc2ccc(N)c([N+](=O)[O-])c2)cc1[N+](=O)[O-] | 7%
Cc1ccc(C)c(CN2C(=O)CSc3ccc(C(=O)NCc4ccc(F)cc4)cc32)c1 | 6%
CCc1nnc(NC(=O)CSc2nc3c(C)cccc3[nH]2)s1 | 4%
COc1ccc(C2C(C(=O)Nc3ccccc3)=C(C)Nc3nc(-c4ccccc4Cl)nn32)cc1OC (stereo not given) | 5%
CCCOc1cccc(C(=O)Nc2ccc(-c3nc4ccccc4s3)c(Cl)c2)c1 | -5%
O=C(CC1N=C2c3ccccc3N=C(SCc3ccccc3Cl)N2C1=O)NCCc1ccccc1 (stereo not given) | 4%
O=C1C2CCCN2C(c2ccco2)N1c1ccc(F)cc1 (stereo not given) | 1%
COc1nc(NCC(C)C)nc(Oc2ccc(=O)n(-c3ccccc3)n2)n1 | 10%
COC(=O)c1cc2sc(C)cc2n1Cc1ccc(F)cc1Cl | 1%
Cc1cc(NS(=O)(=O)c2ccc3nc(-c4ccccc4)[nH]c3c2)ccc1Br | 2%
O=C(C[C@H]1C[C@@H]2c3cc(NC(=O)c4ccc5c(c4)OCO5)ccc3O[C@@H]2[C@H](CO)O1)NCc1cc(F)ccc1F | -5%
CCC1CN(C(=O)N2CCC(C(=O)NCCc3ccccc3Cl)CC2)c2cc(C)ccc2O1 (stereo not given) | 12%
Cc1cc2cc(CNC(=O)c3ccc(Br)o3)ccc2[nH]1 | -2%
O=C(NCc1cccnc1)c1cc(C(=O)NCc2cccnc2)cc([N+](=O)[O-])c1 | -2%
CCOC(=O)c1ccc(NC(=O)c2csc3c2CCCC3)cc1 | -22%
CCc1cccc(C)c1Nc1c(-c2ccsc2)nc2ncccn12 | 6%
Cc1nnc(NC(=O)c2ccc3nccnc3c2)s1 | -10%
O=C(NCc1ccc(F)cc1)c1ccc2c(c1)nc1n2CCCCC1 | -5%
COc1ccc(C(=O)CN2C(=O)NC3(CCCCCC3)C2=O)c(OC)c1 | 0%
CCCSc1nc2sc3c(c2c(=O)n1Cc1ccccc1)CC(C)(CC)OC3 (stereo not given) | -3%
COc1ccc(NC(=O)c2ccco2)cc1NC(=O)COc1ccc(C)c(C)c1 | 11%
CCc1ccc(NC(=O)CSc2nc3c([nH]c4ccccc43)c(=O)n2-c2cccc(OC)c2)cc1 | 8%
Cc1ccc(NC(=O)N2CCC(C(=O)c3ccc(F)cc3)CC2)cc1 | 9%
CC(C)CCN(C(=O)CCSc1ccc(F)cc1)c1c(N)n(Cc2ccccc2)c(=O)[nH]c1=O | 8%
Cc1c(Cl)cccc1NC(=O)Cn1c(=O)n(Cc2ccco2)c(=O)c2sc3ccccc3c21 | -11%
Cc1ccccc1Cn1c(=O)n(CCc2ccccc2)c(=O)c2ccccc21 | 0%
Cc1cccc(N2CCN(C(=O)c3ccc4c(Cl)c5c(nc4c3)CCCC5)CC2)c1C | 6%
Cc1c(S(=O)(=O)Nc2ccc(Br)cc2)c(=O)n(C)c(=O)n1C | 2%
O=C(Cn1ncc2c1-c1ccccc1OC2)Nc1cccc(Cl)c1 | 0%
O=C(NN1C(=O)C2C3C=CC(O3)C2C1=O)c1ccncc1 (stereo not given) | -6%
CCOC(=O)C/C(N)=N/NC(=O)c1ccc(Cl)cc1Cl | -5%
CCOC(=O)N1CCC(N2C(=O)c3ccc(C(=O)NCc4ccc(F)cc4)cc3C2=O)CC1 | -1%
O/N=C/c1cn(-c2ccccc2)nn1 | 3%
CCc1ccc(OCC(=O)NNC(=O)Cc2c(F)cccc2Cl)cc1 | -6%
CC(C)(C)c1ccc(C(=O)NCCc2csc(-c3ccc(Cl)cc3)n2)cc1 | -6%
CC1CC(C)CN(C(=O)c2ccc(C(=O)c3ccccc3)cc2)C1 (stereo not given) | 7%
Cc1nnc(NCCc2ccccc2)c2ccccc12 | 4%
CCc1nnc(NS(=O)(=O)c2ccc(NC(=O)C(c3ccccc3)c3ccccc3)cc2)s1 | 2%
CC1CCCC(C)N1CC(O)COc1c(F)cc(Br)cc1F (stereo not given) | 5%
Cn1c(Cn2c(=O)sc3ccccc32)nnc1SCc1cccnc1 | -1%
O=C(Nc1nc(-c2cccnc2)cs1)c1ccccc1Cl | -4%
CC(OC(=O)c1ccco1)C(=O)NC1CCCC1 (stereo not given) | 9%
